Source: PubChem
CaV13 FRET inh – Disruptors of the CACNA1D IQ motif to Ca2+-dependent inactivation inhibitor domain association, primary screening, Förster resonance energy transfer in intact living …; inhibition, % at 12.3 µM; HEK cells, CFP/YFP FRET ICDI-IQ, plate reader, 10 min; percent FRET-ratio fall versus neutral wells; 340,000 tested, 0.098% active;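 active = mean replicate inhibition of at least 30% and at least 1% of replicates passing that level; inconclusive = only one of the two criteria is met; inactive = neither criterion is met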;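 note: 0% = median of the neutral control wells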
MC4R antag cAMP – blocks human MC4R cAMP signaling; MC4R-expressing cells, MTII-stimulated cAMP, LANCE TR-FRET; inhibition, % at 6.5 µM; 360,000 tested, 0.48% active;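 active = inhibition above its plate's cutoff, the mean of tested wells on that plate plus 3 SD, cut at about 29% in these data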;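 note: 0% = Melanotan II alone and 100% = Melanotan II plus saturating MCL0020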
Target sequence (P32245 whole entry, looked up): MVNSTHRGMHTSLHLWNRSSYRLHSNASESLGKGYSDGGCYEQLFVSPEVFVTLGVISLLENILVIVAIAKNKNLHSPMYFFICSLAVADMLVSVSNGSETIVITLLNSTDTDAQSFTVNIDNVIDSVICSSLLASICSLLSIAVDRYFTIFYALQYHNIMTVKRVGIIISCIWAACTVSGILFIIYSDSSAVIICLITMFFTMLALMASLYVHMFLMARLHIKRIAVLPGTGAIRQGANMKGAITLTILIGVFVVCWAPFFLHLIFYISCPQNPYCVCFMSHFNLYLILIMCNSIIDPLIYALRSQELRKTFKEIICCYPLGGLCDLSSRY
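System: U2OS cells stably expressing human melanocortin 4 receptor (MC4R). Reagent: Melanotan II challenge after compound preincubation. Doses: 6.5 µM. Times: 30-min compound, 1-h challenge, 1-h detection, room temperature. Measured by: TR-FRET with Eu-cAMP and labeled anti-cAMP, 671 nm. Replicates: singlicate.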
MC4R ag barr – activates human MC4R beta-arrestin recruitment; U2OS MC4R beta-arrestin complementation, luminescence; percent of melanotan II response, DMSO zero; activation, % at 8.9 µM; 360,000 tested, 0.98% active; AID 540308; P32245;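 active = activation above a per-plate cutoff, the mean activation of sample wells on that plate plus 3 SD, cut at about 8% in these data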
Vif imaging – blocks HIV Vif function; HEK293T cells, Vif self-association by quenched fluorescence, imaging, 24 h; inhibition, % at 7.49 µM; 340,000 tested, 0.35% active; in the data active = inhibition above about 50%, passing the limit was not always enough; inconclusive = no clear call, values can overlap the other calls; inactive = below about 31%; note: some results filed as inactive read as strong as hits
aDG glyco up – alpha-DG glycosylation activation; 360,000 tested, 0.22% active; activation, % at 10 µM; Pro5-aDG cells, alpha-DG glycosylation AlphaScreen (IIH6); 0% Pro5, 100% B10-LARGE cell signal;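 active = activation of at least 8% versus controls, or a plate z-score of at least 8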;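 note: Pro5 are CHO cells carrying HIG-tagged alpha-DG that lacks glycosylation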
Cardio protect – modulators protecting cardiomyocytes from myocardial damage | H9c2 cardiomyocytes, H2O2 injury protection, ATPLite, 2 h | protection from H2O2 cell death, % at 20 µM | 360,000 tested, 0.63% active | AID 588492;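 active = compounds giving at least 50% protection of heart cells from peroxide-induced death in the single-dose screen, raw or plate-pattern-corrected value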;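 note: 0% = DMSO wells with peroxide and 100% = DMSO wells without peroxide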
PDI turbidity – inhibitors of human protein disulfide isomerase; PDI insulin aggregation turbidity, A650, 90 min; inhibition, % at 10 µM; 350,000 tested, 0.052% active;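 active = mean inhibition across replicates of 30% or more, whatever share of single replicates reach that level; inconclusive = mean inhibition below 30% while every single replicate reaches 30%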;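 note: absorbance from insulin aggregation driven by PDI reduction with DTT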
Target sequence (P07237 whole entry, looked up): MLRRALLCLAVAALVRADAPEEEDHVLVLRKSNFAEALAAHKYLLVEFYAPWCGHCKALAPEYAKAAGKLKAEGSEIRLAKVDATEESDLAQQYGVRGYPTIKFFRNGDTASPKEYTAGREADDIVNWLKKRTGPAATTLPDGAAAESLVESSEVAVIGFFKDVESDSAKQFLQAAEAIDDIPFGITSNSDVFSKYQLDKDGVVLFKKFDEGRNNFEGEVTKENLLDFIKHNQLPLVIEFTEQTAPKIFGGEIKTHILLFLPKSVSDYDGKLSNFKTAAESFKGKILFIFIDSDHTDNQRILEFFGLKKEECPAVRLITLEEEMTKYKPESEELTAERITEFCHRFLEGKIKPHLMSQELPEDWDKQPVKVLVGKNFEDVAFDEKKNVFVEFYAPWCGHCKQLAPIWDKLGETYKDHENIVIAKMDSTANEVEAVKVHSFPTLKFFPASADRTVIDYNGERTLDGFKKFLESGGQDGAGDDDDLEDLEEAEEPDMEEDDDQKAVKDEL
ABCB6 inh 2 – inhibitors of human ABC transporter ABCB6; fluorescence ratio to DMSO, % at 10 µM; Q9NP58; 360,000 tested, 0.19% active; K562-ABCB6 porphyrin accumulation, flow cytometry, 1 h; stronger effect = lower value;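 active = fluorescence ratio to DMSO below 75%, the collection mean minus 3 SD; inconclusive = too few cells collected in the well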;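 note: signal is porphyrin accumulated inside mitochondria; 100% equals median channel fluorescence of DMSO control wells; lower ratio means ABCB6 inhibition with less porphyrin fluorescence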
m5-HT2A agonist – agonists of mouse serotonin 5-HT2A receptor (HTR2A). CHO-K1 mHTR2A beta-arrestin complementation, luminescence; percent of 30 µM serotonin response. activation, % at 7.6 µM. 360,000 tested, 0.66% active;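 active = activation above a run cutoff, the mean activation of all tested compounds plus 3 SD, cut at about 14% in these data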;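 note: 0% = plate median of compound wells and 100% = 30 µM serotonin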
Glyco luc inh – N-linked glycosylation inhibition | AID 588692 | reporter increase, % at 12.5 µM | 360,000 tested, 0.23% active | D54 ERlucT glycosylation luciferase reporter, 24 h; percent of 100 nM tunicamycin response;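 active = mean luciferase reporter signal, scaled so untreated is 0 and the glycosylation-blocking control 100, at or above a set limit in every replicate; inconclusive = mean reaches the limit but not every replicate does; inactive = mean below the limit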;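 note: luciferase carries N-glycosylation sites so blocking glycosylation raises the light; 0% = median of neutral control wells and 100% = median of 100 nM tunicamycin wells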
* marks the source's active call; other numbers are inactive results; ? = inconclusive; . = not tested or not shown. Rows were taken by chance; 3.6% or so of the library scored in one or more.

SMILES | CaV13 FRET inh | MC4R antag cAMP | MC4R ag barr | Vif imaging | aDG glyco up | Cardio protect | PDI turbidity | ABCB6 inh 2 | m5-HT2A agonist | Glyco luc inh
CC(=O)c1c(C)[nH]c(C(=O)CN2CCN(S(=O)(=O)c3ccccc3)CC2)c1C | -5 | 21 | -4.5 | 1 | 0.4 | -4 | -6 | 95 | 1 | 0
O=C1C=C(NCC2CCCO2)C2(CCCCC2)O1 (stereo unspecified) | -9 | 10 | -1.8 | 2 | 0.0 | 1 | 0 | 91 | -4 | 1
CC(C)OC(=O)Cn1nc(C(c2ccccc2)c2ccccc2)oc1=O | -21 | 24 | 0.2 | -4 | 0.0 | -6 | 3 | 100 | -2 | 0
O=C1c2ccc(-c3ccc4c(c3)C(=O)N(CCCO)C4=O)cc2C(=O)N1CCCO | -5 | 13 | -3.1 | 3 | -0.1 | 20 | -7 | 95 | 0 | -2
OCCNCc1cccc(Br)c1 | -6 | 28 | 0.8 | -1 | 0.3 | -5 | -3 | 96 | -1 | 0
O=C(Nc1ccc2c(c1)OCCO2)NC1CCCCC1 | . | -3 | -1.1 | 9 | 0.3 | -29 | -4 | 105 | -4 | -9
Cc1cccc(OCC(=O)NNC(=O)Cn2c(=O)cnc3ccccc32)c1 | -6 | 6 | -5.2 | -7 | 0.0 | -5 | 1 | 99 | 8 | 2
Nc1n[nH]c2c1C1(CCCCC1)Cc1ccccc1-2 | . | 6 | 0.5 | -12 | -0.2 | 1 | -2 | 94 | 4 | -2
O=C(Cc1ccc([N+](=O)[O-])cc1)N1N=C2CCCCC2C1(O)C(F)(F)F (stereo unspecified) | -5 | 14 | 1.7 | 2 | 0.5 | -2 | -2 | 98 | 8 | -2
COc1cccc(CNC(=O)CNC(=O)c2cccs2)c1 | -14 | 8 | 0.3 | 9 | 0.4 | -5 | 1 | 98 | 1 | -1
N#Cc1cccc(NC(=O)CC2CCCC2)c1 | -4 | 9 | -2.2 | -9 | -0.2 | -7 | -8 | 98 | 2 | 1
COC(=O)[C@H](CC(C)C)NC(=O)Cn1cnc2c(OCc3ccccc3)ncnc21 | -11 | 10 | -0.6 | . | -0.4 | 10 | 8 | 98 | -1 | 0
COc1ccc(-c2csc(C(NC(C)=O)c3cccc(F)c3)n2)cc1 (stereo unspecified) | -5 | -6 | -0.4 | -11 | -0.2 | 0 | 3 | 100 | 2 | 2
Cc1nc2ccc(Br)cc2c2c1CC(CBr)O2 (stereo unspecified) | -5 | 1 | -0.5 | -1 | 0.0 | 1 | 13 | 92 | 8 | 3
CCOC(=O)C(C)Sc1nc(C2CC2)cc(C(F)(F)F)c1C#N (stereo unspecified) | -5 | 3 | -0.4 | 4 | 0.0 | -28 | -12 | 105 | -5 | 0
O=C(CCN=C1NS(=O)(=O)c2ccccc21)OCc1nnc(-c2ccccc2)o1 | -4 | 1 | -1.1 | 1 | 0.4 | 0 | -3 | 98 | -3 | 1
COc1ccc(NC(=O)COC(=O)C23CC4CC(CC(Cl)(C4)C2)C3)c(OC)c1 | -5 | 11 | 0.3 | 0 | -0.1 | 0 | -1 | 98 | -5 | -1
COc1ccccc1NC(=O)c1c(N=Cc2cccc([N+](=O)[O-])c2)cnn1C | -4 | 4 | 2.2 | 8 | -0.1 | 0 | -2 | 97 | 0 | 2
O=C(CCCN1C(=O)/C(=C/c2ccccc2Cl)SC1=S)N1CCOCC1 | . | -1 | -2.0 | . | 1.6 | -7 | -5 | 87 | 4 | 6
O=S(=O)(NCCCO)c1ccc2c(c1)Cc1cc(S(=O)(=O)NCCCO)ccc1-2 | . | -5 | -0.8 | 2 | 0.0 | 3 | -1 | 93 | -7 | 1
Cc1ccc2nc(-c3cccs3)oc(=O)c2c1 | -5 | -2 | 1.6 | -12 | -0.3 | -4 | 0 | 97 | 3 | 2
CCOC(=O)C(NC(=O)c1ccccc1)(N1CCCC1=O)C(F)(F)F (stereo unspecified) | . | 10 | -0.4 | 2 | 0.1 | 8 | 1 | 95 | -1 | 1
Oc1ccc(C=Nc2ccccc2-c2nc3ccccc3[nH]2)cc1 | -8 | 15 | -0.1 | -2 | 0.5 | 1 | -4 | 103 | 0 | 0
O=C1NCCN1CCNS(=O)(=O)c1ccc(F)cc1 | -3 | 4 | 0.4 | 3 | -0.2 | 8 | -1 | 92 | 1 | 2
CC1CCN(C(=O)CSc2nc(N)c3c4c(sc3n2)CN(C)CC4)CC1 | . | 6 | 0.2 | . | 0.2 | -4 | 0 | 95 | 5 | -2

The listing continues.
SMILES | CaV13 FRET inh | MC4R antag cAMP | MC4R ag barr | Vif imaging | aDG glyco up | Cardio protect | PDI turbidity | ABCB6 inh 2 | m5-HT2A agonist | Glyco luc inh
CCOC(=O)[C@H]1[C@H]2COc3cc(OC)ccc3[C@@H]2N2C(=O)N(c3ccc(Br)cc3)C(=O)[C@@]12C | . | 1 | -0.4 | ? | -0.1 | -1 | 24 | 100 | 6 | 0
O=C(NCc1ccccc1)C1=C[C@H](c2ccc3c(c2)OCO3)C[C@H](OCc2ccc(CO)cc2)O1 | -6 | 9 | -0.5 | -2 | 0.0 | 19 | 0 | 103 | -4 | 0
O=C(NCc1ccco1)c1ccc([N+](=O)[O-])cc1Cl | -5 | 6 | -1.1 | 1 | -0.1 | 5 | -1 | 103 | 2 | 1
CC(NC(=O)CCSc1nc(-c2ccco2)cc(C(F)(F)F)n1)c1ccccc1 (stereo unspecified) | -3 | 6 | -0.2 | 10 | 0.4 | -11 | -1 | 108 | -2 | -6
Cc1cc(N/N=C/c2ccccc2O)nc(N2CCOCC2)n1 | 5 | 9 | 3.1 | 2 | 0.0 | 22 | -2 | 99 | -5 | -2
Cc1ccc(S(=O)(=O)NC(Cc2ccccc2)C(=O)O)cc1 (stereo unspecified) | -4 | 7 | -2.5 | -4 | -0.5 | 0 | -2 | 95 | -2 | 1
COC(=O)CCC(C)N1CCC(Oc2ccc(C(=O)NCc3ccccn3)cc2)CC1 (stereo unspecified) | -3 | 4 | -1.5 | 2 | -0.1 | 4 | 0 | 97 | 2 | 1
CC(=O)c1cccc(NC(=O)CCc2nnc3ccc(NCc4ccco4)nn23)c1 | -2 | 2 | -3.6 | 8 | 0.0 | 5 | 0 | 91 | 4 | 0
O=C(CCl)N=c1sccn1Cc1cccc2ccccc12 | -3 | 14 | 6.8 | ? | -0.7 | -20 | -3 | 100 | -1 | 0
O=C1C(=Cc2cn(-c3ccccc3)nc2-c2ccc(OCc3ccccc3F)cc2)SC(=S)N1CCS(=O)(=O)O | -7 | 11 | -1.2 | -14 | -0.1 | 8 | 12 | 100 | 0 | 2
Cc1ccc(OCC(=O)Nc2cccc(-c3nnc(-c4ccccc4)o3)c2)cc1 | -3 | 19 | 1.9 | -2 | -0.2 | 17 | 7 | 112 | 2 | -2
Cc1ccc(CNS(=O)(=O)c2ccc3c(c2)C(C)(C)C(=O)N3C)cc1 | -13 | 4 | -0.1 | 7 | 0.1 | -14 | . | 99 | 3 | 0
O=C(Nc1ccc(Br)cc1)c1ccc(N2C(=O)C3CC=CCC3C2=O)cc1 (stereo unspecified) | -5 | 2 | -1.5 | -3 | 0.0 | 6 | -1 | 101 | -1 | 0
COc1ccc(CC(N)c2csc(NC(=O)CCc3ccccc3)n2)cc1 (stereo unspecified) | -11 | -3 | 1.1 | -10 | 1.8 | 7 | 7 | 97 | 0 | -5
COc1ccc(OC)c(C2C(C(=O)O)c3ccccc3C(=O)N2C)c1 (stereo unspecified) | -3 | 17 | -2.6 | 16 | -0.1 | -15 | 0 | 104 | 4 | -1
O=C(/C=C/c1ccc([N+](=O)[O-])s1)N1CCCC1 | -3 | -4 | -3.7 | 3 | 6.1 | -7 | 21 | 98 | -2 | 18
CS/C(=N\S(=O)(=O)c1ccc(Cl)cc1)c1ccccc1 | -7 | 17 | 1.0 | . | 0.1 | 7 | 4 | 101 | -6 | 2
COc1ccc(NC(=O)CSc2ccc(NC(C)=O)cc2)cc1S(=O)(=O)N1CCOCC1 | -6 | 5 | -0.9 | ? | -0.1 | -4 | 1 | 95 | 6 | 2
CCCN1C(=O)CSC1=Nc1ccccc1 | -5 | 2 | -0.7 | -4 | -0.1 | 7 | 5 | 100 | 6 | 1
COc1cc(C(=O)NNC(=S)NC(=O)c2ccc3c(c2)OCO3)cc(OC)c1OC | -5 | -10 | -1.1 | -1 | 0.0 | 16 | 6 | 101 | 1 | 0
Cc1cc(C)c(C#N)c(SCC(=O)c2cc(C)n(CCc3ccccc3)c2C)n1 | -2 | -7 | -1.2 | -18 | 0.6 | -31 | -49 | 95 | 0 | -4
CCN(C(=S)Nc1cccc(C)c1)c1ccccc1 | -5 | 12 | -1.3 | 13 | -0.2 | 0 | 0 | 103 | 0 | -1
COc1cc([C@H]2c3[nH]c4ccccc4c3C[C@H]3C(=O)N4[C@@H](c5cc(OC)c(OC)c(OC)c5)c5[nH]c6ccccc6c5C[C@H]4C(=O)N23)cc(OC)c1OC | . | 1 | 4.7 | 3 | -0.7 | 20 | -7 | 96 | 6 | 20
COc1ccc(N2CCN(C(=O)COC(=O)c3oc4ccccc4c3C)CC2)cc1 | -5 | -1 | -2.5 | -2 | -0.2 | -6 | 3 | 96 | 11 | -1
Cn1c(C(=O)O)ccc1S(=O)(=O)N(Cc1ccccc1)Cc1ccccc1 | -5 | 0 | -0.8 | -9 | 0.0 | 0 | -1 | 155 | 1 | 2

Additional results.
SMILES | CaV13 FRET inh | MC4R antag cAMP | MC4R ag barr | Vif imaging | aDG glyco up | Cardio protect | PDI turbidity | ABCB6 inh 2 | m5-HT2A agonist | Glyco luc inh
O=c1nc(-c2ccccc2)c2cc(SC(F)F)ccc2[nH]1 | -20 | -11 | -0.5 | 1 | 0.0 | 2 | 13 | 97 | 5 | 2
O=C(Nc1ccccc1C(=O)N1CCOCC1)c1cc2ccccc2o1 | -5 | 0 | -1.1 | -1 | -0.1 | 6 | 5 | 102 | -4 | 1
CC(C)CCN1CCN(Cc2ccsc2)CC1CCO (stereo unspecified) | 5 | 11 | -0.1 | 1 | 0.2 | 5 | -1 | 91 | 1 | 3
CCN(CC)S(=O)(=O)c1ccc(NC(=O)C2COc3ccccc3O2)cc1 (stereo unspecified) | . | -1 | -0.5 | -20 | 0.1 | -1 | 0 | 111 | -12 | 3
Cc1ccc(C)c(C(=O)CN2C3=NCCCN3c3ccccc32)c1 | -5 | 14 | 1.2 | -7 | 0.2 | 5 | 6 | 108 | -5 | 0
CCCn1ncc2c(Nc3ccc(C)c(C)c3)ncnc21 | -5 | 9 | -2.0 | 9 | 0.1 | 2 | 1 | 89 | -5 | -6
COc1ccc(NC(=O)Cn2nnc(C(=O)NCc3ccc4c(c3)OCO4)c2N)cc1 | -6 | -2 | 3.1 | 0 | -0.7 | -5 | -3 | 110 | 2 | 0
COC(=O)c1cccc(-n2c(=O)n(Cc3ccccc3)c(=O)c3[nH]cnc32)c1C | -18 | 6 | -2.9 | 2 | -0.1 | 0 | -1 | 100 | -5 | -3
